Assay outcomes from PubChem.
TDP1 cell CPT – DT40-hTDP1 cell growth loss with CPT. AID 686979. Potency, µM (highest dose often 46.2 µM), for the others: top-dose activity change, negative = growth inhibition, most hits filed as inhibitors. chicken DT40 Tdp1-/-;hTDP1 cells + 20 nM CPT, ATP luminescence, 48 h. hit rate 12% among 420,000; also: nearly all actives have a fitted effect of over 55% in size
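Cell growth measured by CellTiter-Glo luminescence after a minimum 48 h, 37 C compound exposure with 20 nM CPT in Tdp1-knockout DT40 cells stably expressing hTDP1, seeded 400/well; qHTS titration format.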
GCN5L2 inh – GCN5L2 (KAT2A) acetyltransferase inhibition; Q92830; GCN5L2 HAT assay, ThioGlo1 CoA-SH fluorescence; Potency, µM (series often up to 58.9 µM), for the others: at the top dose activity change, negative = inhibition, hits mostly inhibitors; hit rate 0.21% among 390,000; AID 504327
Target sequence (Q92830 whole entry, looked up): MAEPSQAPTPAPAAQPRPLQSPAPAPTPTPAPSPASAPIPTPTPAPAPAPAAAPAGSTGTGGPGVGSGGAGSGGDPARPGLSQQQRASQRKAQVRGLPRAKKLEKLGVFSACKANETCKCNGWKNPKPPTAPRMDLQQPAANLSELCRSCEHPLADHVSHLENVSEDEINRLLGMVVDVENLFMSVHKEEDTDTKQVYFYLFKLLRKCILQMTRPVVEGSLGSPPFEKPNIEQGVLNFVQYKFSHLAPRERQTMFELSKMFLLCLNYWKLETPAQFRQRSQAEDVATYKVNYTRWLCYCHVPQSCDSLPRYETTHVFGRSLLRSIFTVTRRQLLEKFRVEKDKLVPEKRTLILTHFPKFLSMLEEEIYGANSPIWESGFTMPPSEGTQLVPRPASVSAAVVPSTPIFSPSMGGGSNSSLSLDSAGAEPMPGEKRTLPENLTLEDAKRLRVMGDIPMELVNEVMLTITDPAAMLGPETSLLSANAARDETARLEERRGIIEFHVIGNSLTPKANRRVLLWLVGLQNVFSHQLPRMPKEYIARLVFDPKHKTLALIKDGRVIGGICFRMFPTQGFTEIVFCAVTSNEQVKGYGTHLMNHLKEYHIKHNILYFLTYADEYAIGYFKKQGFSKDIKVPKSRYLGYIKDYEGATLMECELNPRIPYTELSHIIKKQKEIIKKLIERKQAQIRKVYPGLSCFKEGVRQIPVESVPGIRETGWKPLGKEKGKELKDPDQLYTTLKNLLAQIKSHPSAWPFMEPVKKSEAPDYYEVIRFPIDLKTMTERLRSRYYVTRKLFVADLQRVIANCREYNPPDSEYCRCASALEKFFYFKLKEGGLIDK
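Free CoA generated was detected with ThioGlo1 (50uM) fluorescence at Ex340nm/Em540nm, read immediately and after 20 min at room temperature. Enzyme, 20 nM in HEPES pH 7.5 buffer, saw compounds 15 min before adding 75uM H3(1-25) peptide and 70uM acetyl-CoA.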
FEN1 inh – human FEN1 inhibition. hit rate 0.35% among 390,000. Recombinant FEN1 flap cleavage, fluorescence, 15 min. AID 588795. Potency, µM (doses to about 114 µM), inactives show top-dose activity change, negative = inhibition, hits mostly inhibitors. P39748; also: nearly all actives have a fitted effect of over 65% in size
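Steps: FEN1 (10 nM) dispensed; compound added by pin tool; 15 min at room temperature; substrate added to 50 nM final; reads at 0 min and 15 min; data normalized and fitted (four-parameter Hill).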
Starred values were filed as active, the others as inactive; u = inconclusive; x = no result given; & = joins results of further samples; ! = not active in a repeat. Calls follow the shape of the dose curve; as a rule, active = well fitted curve in the direction sought with a large enough effect; inconclusive = small, poorly fitted or top-dose-only effect, or another doubt; inactive = no such curve, though single readings can be large; an effect the other way counts as inactive or inconclusive. % is scaled to controls: 0 for no effect and ±100 for the full control effect; potency is read from the fitted curve at half-maximal effect. A portion of the library. The share of hits here may be higher or lower than overall.

The opening 3 entries as a preview:
Each structure is followed by: TDP1 cell CPT | GCN5L2 inh | FEN1 inh
COc1ccc(NC(=O)CN2C(=O)NC3(CC(C)CC(C)(C)C3)C2=O)cc1S(=O)(=O)N1CCCCC1 (stereo not given)
 : u | -6.3% | -10.1%
O=C(NCC(=O)N1CCN(c2ccccc2)CC1)c1ccco1
 : -0.7% | -16.6% | -0.4%
COc1cc(OC)c2ccc(=O)oc2c1C(CC(=O)N1CCCC1)c1ccc(N(C)C)cc1 (stereo not given)
 : u | -4.9% | 16.0%&0.2%

All compounds of this part (from the top)
Each structure is followed by: TDP1 cell CPT | GCN5L2 inh | FEN1 inh
COc1ccc(NC(=O)CN2C(=O)NC3(CC(C)CC(C)(C)C3)C2=O)cc1S(=O)(=O)N1CCCCC1 (stereo not given)
 : u | -6.3% | -10.1%
O=C(NCC(=O)N1CCN(c2ccccc2)CC1)c1ccco1
 : -0.7% | -16.6% | -0.4%
COc1cc(OC)c2ccc(=O)oc2c1C(CC(=O)N1CCCC1)c1ccc(N(C)C)cc1 (stereo not given)
 : u | -4.9% | 16.0%&0.2%
CC(C)CCNC(=O)c1cc([N+](=O)[O-])ccc1N1CCOCC1
 : -10.8% | -0.5% | -1.7%
CN(C)c1cccc(C(=O)Nc2ccc(-c3nc4ccccc4s3)cc2)c1
 : u | 2.7% | 5.9%
Cc1ccc(N(CC(=O)NCc2ccc(F)cc2)S(=O)(=O)c2c(C)nn(C)c2C)cc1
 : u | 0.0%&-3.0% | 10.3%&-9.9%
NC(=O)C1CC(=O)N(CCc2ccc(F)cc2)C1 (stereo not given)
 : -1.8% | -2.7% | -4.2%
c1ccc(Oc2nc(Oc3ccccc3)nc(N3CCOCC3)n2)cc1
 : u | -7.3% | -16.7%
Cc1occc1C(=O)NC1CCCCCCC1
 : -2.5% | 1.8% | -2.4%
COc1ccccc1NC(=O)NC1(C(=O)N2CCC(C)CC2)CCCCC1
 : 10.4% | -3.4% | 1.0%
CN(C)c1ccc(C(CNC(=O)c2ccccc2F)c2c[nH]c3ccccc23)cc1 (stereo not given)
 : u | 20.5% | -18.8%
COc1cccc(/C(O)=C2/C(=O)C(=O)N(CCN3CCOCC3)C2c2cccs2)c1 (stereo not given)
 : -7.7% | -11.1% | -1.3%
CCC1CCCCN1C(=S)Nc1ccc(OC(F)F)cc1 (stereo not given)
 : -11.0% | -3.0% | 0.1%
CC(C)(C)c1ccc(Oc2ccc(NC(=O)c3cccs3)cn2)cc1
 : u | -13.1% | u
CC(C)OC(=O)/C(=C/c1ccc2c(c1)c1ccccc1n2C)NC(=O)c1ccccc1
 : u | -7.6% | 14.1%
Cc1cnn(C(=S)NCc2ccc(Cl)cc2)c1
 : u | 0.7% | -13.5%
CC(C)(C)NC(=O)C(c1cccnc1)N(C(=O)c1csnn1)c1ccccc1 (stereo not given)
 : 2.7% | -5.1% | -4.1%
CCOC(=O)c1sc(NC(=O)Nc2ccccc2Cl)cc1C
 : 23.1µM* | -12.8% | -8.2%
CCS(=O)(=O)N1CCC(C(=O)Oc2ccccc2)CC1
 : 23.3% | -4.9% | 2.9%
CCOC(=O)Cn1cnc2c(C#N)c3n(c2c1=O)CCCCC3
 : 4.0% | 2.6% | -0.2%
CCOC(=O)N1CCN(c2c(NCC3CCN(Cc4cccc(C)c4)CC3)c(=O)c2=O)CC1
 : 2.1% | -13.9% | 0.1%
COC(=O)c1ccc(CNC(=O)Cn2nnnc2CN(C)C(C)C)cc1
 : -14.8% | -2.1% | -11.1%
O=C(Oc1cccc2ccccc12)c1ccncc1
 : 14.2% | 2.7% | -6.5%
O=C1NC2(C=Cc3c(ccc4ccccc34)O2)Oc2ccccc21 (stereo not given)
 : 23.1µM* | -1.0% | -17.0%
CC(C)Cc1ccc(S(=O)(=O)Nc2ccc3[nH]c(=O)[nH]c3c2)cc1
 : 16.4µM*! | -3.0%&3.4% | -1.6%&-2.9%
O=C(NCc1cccs1)C1CCN(C(=O)NCc2ccccc2)CC1
 : -0.4% | -9.6% | -2.5%
Cc1ccnc(-n2c(C)cc(C=O)c2C)c1
 : u | 0.2% | 7.2%
CNC(=O)c1cc2cc(OC)ccc2oc1=O
 : 3.6% | -4.5% | -1.6%
O=[N+]([O-])c1ccc2c(c1)nc1n2CCN(CC2CCCO2)C1 (stereo not given)
 : u | -1.1% | 20.5%
O=C(Nc1ccc(N2CCOCC2)nc1)c1ccccc1Cl
 : 7.2% | -5.4% | 2.0%
COc1ccc(/C=C/C(=O)N2CCN(S(=O)(=O)c3ccccc3Br)CC2)cc1OC
 : u | -9.7% | 4.2%
Cc1ccnc(NC(=O)Nc2ccc3c(c2)OCO3)c1
 : 4.7% | -11.9% | -2.6%
CC(C)(C)c1ccc(C(=O)NC(=O)COC(=O)c2ccc(Br)o2)cc1
 : u | -1.1% | -3.1%
CCCCn1c(SCC(=O)Nc2cccc(OC)c2)nc2ccsc2c1=O
 : u | -2.8% | -4.6%
CS(=O)(=O)N(Cc1ccc(Cl)cc1)c1ccc(C(=O)NCC2CCCO2)cc1 (stereo not given)
 : -10.6% | -8.0% | -13.2%
COc1cccc(CNC(=O)CNC(=O)N2CC(=O)Nc3ccccc32)c1
 : -33.3% | -2.6% | 1.3%
COc1ccc(Nc2cc(Cl)nc(N)n2)cc1OC
 : 1.6% | -1.6% | 6.1%
CCn1c(N2CCN(S(=O)(=O)c3ccc(Cl)cc3)CC2)nc2ccccc21
 : 14.6µM* | -6.2% | -3.8%
CCCCN(CCCC)CCNC(=O)CNC(=O)c1cccs1
 : -25.9% | -15.8% | -11.2%
Cc1ccc(C(=O)OCC(=O)Nc2ccc(F)c(Cl)c2)o1
 : 0.3% | -3.9% | 1.8%
COc1ccccc1C(=O)NCC(=O)N1CCN(C/C=C/c2ccccc2)CC1
 : u | -5.3% | -13.5%
Cc1ccc(S(=O)(=O)NCCC(=O)NCc2ccc3c(c2)OCO3)cc1C
 : -10.9% | -0.2% | -2.5%
CC(C)C(=O)N1CCN(c2ccccc2NC(=O)COc2ccccc2)CC1
 : u | 2.1% | -2.3%
CCN(CC(=O)NCc1ccc(F)cc1)CC(=O)Nc1ccc(Br)cc1F
 : 6.4% | -2.3% | 1.4%
Cc1cc(S(=O)(=O)Nc2ccc(C(=O)NCC(C)(C)N3CCOCC3)cc2)ccc1F
 : -18.7% | -16.2% | -15.5%
CC(C)CN1CCN(Cc2cccc3cccnc23)CC1CCO (stereo not given)
 : -15.9% | u | 4.3%
Cc1cc(C)n(CCc2nc3c4ccccc4nc(N4CCN(c5cccc(C)c5C)CC4)n3n2)n1
 : u | 1.2% | -4.2%
O=C(Oc1ccc(OC(=O)N2CCOCC2)cc1)c1ccccc1
 : -29.3% | 3.4% | -6.7%
Cc1ccccc1Cn1nnc(C(=O)Nc2cccc(C)c2C)c1N
 : -26.8% | -9.8% | -14.3%
O=[N+]([O-])c1cnc2ccccc2c1
 : 6.4% | -0.2% | -6.6%
CCOc1ccc(/C=C(\C#N)c2nc3ccccc3c(=O)[nH]2)cc1OC
 : -12.3% | 11.6% | 13.9%
CN(C1CCCCC1)S(=O)(=O)c1ccc2c(c1)c(=O)c(C(=O)NCCc1ccc(Cl)cc1)cn2C
 : u | -4.2% | -6.8%
Cc1sc2ncnc(SCC(=O)Nc3nc(-c4ccc(F)c(F)c4)cs3)c2c1C
 : -10.8% | -13.7% | 5.7%
COCCNc1cc(-c2ccccc2CN(C)C)ncn1
 : 5.5% | -0.7% | x
COc1ccc(C[C@@H]2CN3C(=NC[C@@H]3C)N2CCNC(=O)c2ccc(C)c(Br)c2)cc1
 : 23.1µM* | -4.9% | 7.5%
Cc1ccc2nc(NC(=O)c3cccs3)sc2c1
 : -23.4% | -1.8% | -2.3%
O=C(Nc1ncn[nH]1)c1cc([N+](=O)[O-])ccc1Cl
 : 4.6% | -21.5% | -13.0%
Cc1ccc(-n2cnc3cc(C(=O)NCc4ccccc4Cl)ccc32)c(C)c1
 : 23.1µM* | -8.8% | 4.0%
CCOc1ccc(CN(C)C(=O)Cc2c[nH]c3ccccc23)cc1
 : u | -15.8% | -8.3%
Cc1cc(N2CCC(C(N)=O)CC2)nc(-c2ccccc2)n1
 : 3.1% | -3.7% | -0.8%

Copied from the list:
Value of Cc1cc(N2CCC(C(N)=O)CC2)nc(-c2ccccc2)n1 in TDP1 cell CPT: 3.1%
Value of Cc1ccnc(-n2c(C)cc(C=O)c2C)c1 in GCN5L2 inh: 0.2%
Value of CCOC(=O)Cn1cnc2c(C#N)c3n(c2c1=O)CCCCC3 in TDP1 cell CPT: 4.0%

Remaining list, next part.
structure | TDP1 cell CPT | GCN5L2 inh | FEN1 inh
CCOC(=O)C(C(=O)OCC)N(C#N)c1nc(N(C)C)nc(N(C)C)n1 | 10.3% | -3.1% | -1.5%
CNC(=O)C1CCN(S(=O)(=O)c2c(C)noc2/C=C/c2ccc(OC)cc2)CC1 | -6.5% | -11.2% | -13.7%
Cc1nc(CNS(=O)(=O)c2cccnc2)cs1 | 2.5% | -21.0% | -5.9%
COc1ccc(NS(=O)(=O)c2cccc(C(=O)N/N=C/c3ccccn3)c2)cc1 | 7.4% | -14.3% | -1.2%
CCCNC(=O)c1cc2ccccc2c(=O)o1 | -5.9% | -0.9% | -10.6%
Cc1ccccc1CNC(=O)CN1C(=O)c2ccccc2S1(=O)=O | 12.8% | -5.0% | -10.9%
CCCCNC(=O)CSc1nnc(Cc2ccccc2)n1CC1CCCO1 (stereo not given) | 1.1% | 1.9% | 0.7%
COc1cc2cc(CNc3ccccc3)c(=O)n(CC(=O)Nc3ccc(C)c(Cl)c3)c2cc1OC | x | -4.3% | -10.5%
COc1cc(C(=O)OC(C)C(=O)Nc2ccc3c(c2)OCO3)ccc1OCc1c(C)noc1C (stereo not given) | -9.4% | -25.9% | 9.5%
CC(C)CNc1nc(N)c([N+](=O)[O-])c(NCC2CCCO2)n1 (stereo not given) | -3.9% | 0.4% | 10.4%
CN(Cc1ccccc1)C(=O)c1[nH]cnc1C(=O)NCC(=O)OCc1ccccc1 | -8.4% | -1.8% | -12.8%
O=C(C[n+]1ccc2ccccc2c1)Nc1cc(C(F)(F)F)ccc1Cl | 20.6µM* | 0.8% | -4.9%
CC(NC(=O)CCCN1C(=O)c2ccccc2C1=O)c1ccc2c(c1)CCCC2 (stereo not given) | -29.1% | -0.4% | -1.3%
COc1cc2cc(C(=O)N3CCN(c4ccccc4OC)CC3)[nH]c2cc1OC | -4.3% | -5.1% | -2.7%
Cc1ccc(C(=O)NCC(=O)NCC(c2cccs2)N2CCOCC2)cc1C (stereo not given) | 5.2% | 0.6% | 1.5%
O=C(Oc1ccccc1C(=S)N1CCOCC1)c1ccc([N+](=O)[O-])cc1[N+](=O)[O-] | -11.9% | -5.7% | 11.9%
Cc1cc(C)nc(SCC(=O)OCN2C(=O)c3ccccc3C2=O)n1 | -13.2% | 1.5% | -4.5%
O=C(NN=Cc1ccccc1OC(F)F)c1ccc(NS(=O)(=O)c2cccs2)cc1 | u | -11.2% | 1.6%
COc1ccc(NCc2cc(=O)[nH]c3ccccc23)cc1 | -3.4% | -22.5% | -3.5%
CCN1C[C@@H]2[C@@H]3C(=O)N(C)C(=O)[C@@H]3[C@](CC)(C(=O)OC)N2C1=NC | 6.8% | -3.7% | -10.1%
Cc1nc(C)n(CC(O)COc2ccc(C(=O)c3ccccc3)cc2)n1 (stereo not given) | -29.3% | 1.5% | -4.6%
O=C(O)C1CCCN1S(=O)(=O)c1ccc(F)cc1 (stereo not given) | 2.6% | 1.6% | -8.0%
COc1ccccc1NC(=O)C1=C(C)Nc2nc(SCc3cccc(F)c3)nn2C1c1ccc(C(=O)O)cc1 (stereo not given) | -8.7% | -5.0% | 4.4%
O=C(O)CC(CC(=O)Nc1ccc(-c2ccccc2)cc1)c1ccccc1 (stereo not given) | 1.1% | -5.1% | 5.2%
CS(=O)(=O)N(CC(=O)O)c1cc(Cl)cc(Cl)c1 | -11.5% | -4.6% | -0.4%
COC(=O)CN1C(=S)N(c2ccccc2)C(=O)C1CC(=O)Nc1ccc(Cl)cc1 (stereo not given) | -19.8% | -2.0% | 4.1%
O=C(CN1C(=O)COc2ccccc21)NNC(=O)Nc1ccccc1F | -10.2% | 0.7% | 4.7%
CCOC(=O)C1CCN(C(=O)CCCn2nc(CC)n3c(cc4occc43)c2=O)CC1 | -7.0% | -4.0% | -0.1%
Cc1nn(C)cc1CN(C)C(=O)CC12CC3CC(CC(C3)C1)C2 | u | -0.4% | -1.8%
CC(=O)N1CCN(S(=O)(=O)c2cccc(C(=O)OCC(=O)Nc3c(Cl)cccc3C(F)(F)F)c2)CC1 | 9.0% | x | -2.4%
O=C(CSc1nc2c(c(=O)[nH]1)CCC2)Nc1cccc(O)c1 | -25.7% | -1.9% | 13.2%
Cc1ccc(-c2cc(-c3ccccc3)nc(N(C)N)n2)cc1 | u | -11.8% | 3.8%
